Screening data deposited in PubChem BioAssay by Sanford-Burnham Center for Chemical Genomics.
ER stress surv: protection against thapsigargin ER stress killing – CSM14.1 cells, ATP luminescence, primary screen; CSM14.1 thapsigargin ER stress survival; relative survival (cellular ATP), % at 15 µg/mL (by protocol); hit rate 0.33% among 48,000;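 active = survival measured by cellular ATP above 50% at 15 µg/ml in the first screen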;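 note: cell death triggered by about 15 µM thapsigargin; ATP read 24 h after thapsigargin was added; plate controls were thapsigargin with DMSO for no effect and DMSO without thapsigargin for full effect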
An asterisk follows results filed as active; & = joins results of further samples. An excerpt; the hit share may differ from the screen's.

Compound,ER stress surv
COC(=O)c1c(-c2ccc(OC)cc2)csc1N,0
Cc1ccc2nsnc2c1NC(=O)c1ccc(-c2cccc([N+](=O)[O-])c2)o1,-1
CC(=O)Nc1nc(O)c(/C=C2/C(C)=Nc3ccccc32)s1,-3
CCN(CC)CC(O)Cn1c2c(c3ccccc31)CCCC2=O (stereo unspecified),-8
CS(=O)(=O)N(CC(=O)O)c1ccc(Cl)cc1,9
COc1cc(NC(=O)c2ccc(Cl)cc2)c(Cl)cc1N,-5
CCOc1cc(C(=O)Nc2cccc3c2C(=O)c2ccccc2C3=O)cc(OCC)c1OCC,2
CCC1=NN2C(=N)/C(=C/c3ccc(-c4cccc(C(=O)O)c4)o3)C(=O)N=C2S1,12
CC1=C(C(=O)OC2CCCC2)C(c2ccccc2)C2=C(CC(C)(C)CC2=O)N1 (stereo unspecified),26
COc1ccc(CCNC2CC(=O)N(CCc3ccccc3)C2=O)cc1 (stereo unspecified),0
O=C(COc1ccc2ccccc2c1)Nc1ccc(I)cc1Cl,5
Nc1ccc2oc(-c3cccc4c(Br)cccc34)nc2c1,10
CCOc1ccc(NC(=S)NCCc2ccc(S(N)(=O)=O)cc2)cc1,4
O=C(c1ccccc1F)N(c1ccccc1)C1C=CS(=O)(=O)C1 (stereo unspecified),-1
O=C(O)Cn1c(SCCOc2ccc(Cl)cc2)nc2ccccc21,4
O=C1C2ON(c3ccccc3)C(c3ccc(F)cc3)C2C(=O)N1c1ccc(N2CCOCC2)cc1 (stereo unspecified),2
COc1ccc(/C=C/C(=O)NCc2ccc(OC)cc2)cc1,4
O=C(NC(=S)Nc1ccccc1O)c1ccc(Br)cc1,0
c1ccc2c(c1)OCC(c1csc(C3COc4ccccc4O3)n1)O2 (stereo unspecified),2&4
O=C(NCC1CCCO1)c1cnn2c(C(F)(F)F)cc(-c3ccc4c(c3)OCO4)nc12 (stereo unspecified),7
Cc1ccc2oc(-c3cccc(NC(=O)COc4ccccc4[N+](=O)[O-])c3C)nc2c1,0
C/C(=C/C(=O)C(F)(F)C(F)F)NCCN/C(C)=C\C(=O)C(F)(F)C(F)F,8
CCN(Cc1ccccc1)S(=O)(=O)c1ccc(NC(C)=O)cc1,5
COc1cc(/C=C/C(=O)c2c(-c3ccccc3)c3cc(Br)ccc3[nH]c2=O)cc(OC)c1OC,-7
Cc1ccc(C(=O)Nc2ccccc2C(=O)N2CC(C)OC(C)C2)cc1 (stereo unspecified),3
COc1cc(/C=N/NC(=O)CCNc2n[nH]c(=O)[nH]c2=O)cc(Br)c1O,1
O=C(O)c1ccccc1C(=O)c1cc([N+](=O)[O-])ccc1Cl,3
CCC1CCc2c(sc(NC(=O)c3ccccc3[N+](=O)[O-])c2C(=O)OC)C1 (stereo unspecified),6
Cc1ccc(N2C(=O)CC(N3CCc4ccccc4C3)C2=O)cc1 (stereo unspecified),8
O=C(NC(=S)Nc1cc([N+](=O)[O-])cc(Cl)c1O)c1ccc(Br)cc1,-2
COc1ccc(C(=O)Nc2ccc(Br)cc2)cc1OC,0
Cc1cc(/C=C2\C(=O)NC(=O)N(c3ccc(Cl)cc3)C2=O)c(C)n1-c1cccnc1,4
CCOC(=O)C1=C(C)N=c2s/c(=C\c3ccc(OC)c(O)c3)c(=O)n2C1c1cccc(OC)c1 (stereo unspecified),4
O=C(O)CN1C(=O)/C(=C\c2cccc(Cl)c2Cl)SC1=S,12
O=S(=O)(Nc1ccc(N2CCCCC2)cc1)c1cccs1,3
COc1ccc(NC(=O)c2ccccc2NC(=O)c2ccc(C)cc2)cc1,-7
O=[N+]([O-])c1ccc(Cl)c(-n2ncnc2-c2cccnc2)c1,0
Cc1ccc(N2C(=O)CC(N3CCSCC3)C2=O)cc1 (stereo unspecified),18
NS(=O)(=O)c1ccc(CNC(=O)c2ccc(Cl)cc2)cc1,4
Cc1ccsc1/C=C(/C#N)c1nc(-c2ccc(-c3ccccc3)cc2)cs1,9
CCOc1ccc(N2C(=O)c3cccc4cccc(c34)C2=O)cc1,9
Cn1c(=O)c2c(ncn2CN2C(=O)c3ccccc3C2=O)n(C)c1=O,4
O=C(Nc1nccs1)c1ccc2c(c1)C(=O)N(c1cccc(C(=O)c3ccccc3)c1)C2=O,5
COc1ccccc1N1CCN(C2CC(=O)N(c3cccc(Br)c3)C2=O)CC1 (stereo unspecified),4
CC(C)c1ccccc1OCC(=O)Nc1ccccc1C(=O)O,2
O=C(NN1C(=O)/C(=C/c2ccccc2Cl)SC1=S)c1ccccc1O,7
CCN(CC)CC#CC(O)(c1ccccc1)c1ccccc1,4
COc1ccc(N(CC(=O)Nc2ccc(C)c(C)c2)S(=O)(=O)c2ccc(C)cc2)cc1,-1
Cc1ccccc1C(=O)Nc1ccc2[nH]c(=O)[nH]c2c1,-6
Cc1ccc(C2(c3ccc(C)cc3)CC2C(=O)Nc2cc([N+](=O)[O-])ccc2C)cc1 (stereo unspecified),8
CCN(CC)S(=O)(=O)c1cccc(C(=O)Nc2ccc(C(C)=O)cc2)c1,10
COc1ccc(C2=NN(C(=O)CCC(=O)O)C(c3ccc(OC)cc3)C2)cc1 (stereo unspecified),2
O=C(Nc1ccc([N+](=O)[O-])cc1)c1ccc(Cl)cc1Cl,3
Nc1nc(-c2ccc(Cl)cc2)c(-c2ccc([N+](=O)[O-])cc2)s1,0
CCOC(=O)c1oc2c(c1C)/C(=N/OC(C)=O)CCC2,9
O=C(N/C(=C/c1ccc(Cl)cc1)c1nc2ccccc2[nH]1)c1ccccc1,8

(continued)
Compound,ER stress surv
CC(NC=O)c1ccc(Br)cc1 (stereo unspecified),-5
CSc1ccc(S(=O)(=O)N(CC(=O)N2CCOCC2)c2ccc(C)cc2)cc1,8
Cc1ccc(NC(=O)C(=O)NCCC(C)C)c(C)c1,2
COc1ccc(/C=N/Nc2nc(Nc3ccccc3)nc(N3CCOCC3)n2)cc1Br,3
COC(=O)c1c(C)oc2ccc(NS(=O)(=O)c3ccc(Cl)c([N+](=O)[O-])c3)cc12,5
COc1cc(-c2cc(C(F)(F)F)n3ncc(C(=O)Nc4cccc5ccccc45)c3n2)cc(OC)c1OC,0
O=[N+]([O-])c1cccc(S(=O)(=O)NCc2ccccc2Cl)c1,2
O=C1NC2C(NC(=O)N2c2ccccc2)N1c1ccccc1 (stereo unspecified),-8

Not a retest: entries from further up.
Compound,ER stress surv
CCN(CC)S(=O)(=O)c1cccc(C(=O)Nc2ccc(C(C)=O)cc2)c1,10
COc1ccc(C2=NN(C(=O)CCC(=O)O)C(c3ccc(OC)cc3)C2)cc1 (stereo unspecified),2
O=C(Nc1ccc([N+](=O)[O-])cc1)c1ccc(Cl)cc1Cl,3
Nc1nc(-c2ccc(Cl)cc2)c(-c2ccc([N+](=O)[O-])cc2)s1,0
CCOC(=O)c1oc2c(c1C)/C(=N/OC(C)=O)CCC2,9
O=C(N/C(=C/c1ccc(Cl)cc1)c1nc2ccccc2[nH]1)c1ccccc1,8
CC(NC=O)c1ccc(Br)cc1 (stereo unspecified),-5
CSc1ccc(S(=O)(=O)N(CC(=O)N2CCOCC2)c2ccc(C)cc2)cc1,8
Cc1ccc(NC(=O)C(=O)NCCC(C)C)c(C)c1,2
COc1ccc(/C=N/Nc2nc(Nc3ccccc3)nc(N3CCOCC3)n2)cc1Br,3
COC(=O)c1c(C)oc2ccc(NS(=O)(=O)c3ccc(Cl)c([N+](=O)[O-])c3)cc12,5
COc1cc(-c2cc(C(F)(F)F)n3ncc(C(=O)Nc4cccc5ccccc45)c3n2)cc(OC)c1OC,0
O=[N+]([O-])c1cccc(S(=O)(=O)NCc2ccccc2Cl)c1,2
O=C1NC2C(NC(=O)N2c2ccccc2)N1c1ccccc1 (stereo unspecified),-8

Next section:
Compound,ER stress surv
COc1ccc(N2C(=O)c3ccc(OC)c(OC)c3C2=O)cc1,5
C(=C\c1ccco1)/C=N/Nc1nnc2c(n1)[nH]c1ccccc12,17
CCOC(=O)c1csc(NC(=O)c2ccc(S(=O)(=O)N3CCCC3)cc2)n1,6
CCN1C(=O)/C(=C\c2cn(CCOc3ccc(Br)cc3)c3ccccc23)SC1=S,10
O=S(=O)(/C=C/c1ccccc1)N1CCN(c2ccccc2)CC1,10
Cc1cccc(/C(N)=N/OC(=O)c2ccc(Cl)cc2Cl)c1,7
O=C(Nc1nc2ccccc2[nH]1)c1ccc(Cl)c(Cl)c1,-3
COc1cc(NC(=O)c2cc(I)ccc2Cl)ccc1NC(=O)c1ccco1,4
CN1C(=O)/C(=C/C=C/c2ccco2)SC1=S,-3
COc1ccccc1N1C(=O)NC(=O)/C(=C\c2ccc(O)c(O)c2)C1=O,6
O=C(NC(NC(=S)Nc1cccc2ccccc12)C(Cl)(Cl)Cl)c1ccccc1 (stereo unspecified),2
O=C(Nc1ccc(Cl)cc1)Nc1nnc(C(c2ccccc2)c2ccccc2)s1,11
COc1ccc(NC(=O)c2cnn3c2NC(c2ccco2)CC3C(F)(F)F)c(OC)c1 (stereo unspecified),15
COc1cc(C2C(C(=O)OCCOc3ccccc3)=C(C)NC3=C2C(=O)CC(C)(C)C3)cc(Cl)c1O (stereo unspecified),8
Cc1cc(Br)ccc1N1C(=O)/C(=C/c2cccs2)C(=O)NC1=S,10
CN1CCC(=NOC(=O)c2ccc(F)cc2)CC1,-20
O=C(NCCO)/C(=C\c1ccc(Cl)cc1)NC(=O)c1ccco1,4
COc1ccc(/C(N)=N/OC(=O)Cc2ccc(Cl)cc2)cc1,-2
CC(=O)N1C(=O)/C(=C2/SC(=Nc3ccc(Br)cc3)NC2=O)c2ccccc21,-4
COc1cccc(/C=C2/C(=O)NC(=O)N(c3ccc(C(C)C)cc3)C2=O)c1O,15
COc1ccc(N(Cc2ccc(C(=O)Nc3ccc(OC)c(OC)c3)cc2)S(=O)(=O)c2ccccc2)cc1,2
Fc1ccccc1-c1nc(-c2ccc(Br)cc2)no1,8
COc1ccccc1-c1nc(-c2ccc(Br)cc2)no1,12
CCc1cccc(C)c1NC(=O)c1ccc(Br)o1,0
COc1cc(/C=C2\SC(=Nc3ccc(C)c(Cl)c3)NC2=O)ccc1O,-2
O=C1NC(=O)C(=Cc2cc(Br)ccc2OCc2ccccc2F)C(=O)N1,2
CSCCC(NC(=O)c1ccccc1)C(=O)OCC(=O)Nc1cc(C)on1 (stereo unspecified),8
CCOc1cc(/C=C2\SC(=Nc3cccc(Cl)c3C)NC2=O)ccc1O,-1
Cc1cc(NNC(=O)C(c2ccccc2)c2ccccc2)c2ccc(C)c(C)c2n1,-7
Cc1cc(NC(=O)c2ccc(C)c([N+](=O)[O-])c2)ccc1Br,2
O=C1/C(=C\Nc2cc(Cl)ccc2O)CCc2ccccc21,11
CC(=O)C1C(=O)c2ccccc2C1=Nc1ccc2cccnc2c1 (stereo unspecified),1
O=C1C2=C(C(c3ccccc3)=NCCN2)C(c2ccc(O)cc2)N1c1ccccc1 (stereo unspecified),-3
NC(=O)C1CCN(C(=O)Cc2ccc(Cl)cc2)CC1,5
Cc1nn(-c2ccccc2)c(C)c1/C=N/NC(=O)c1cc(C23CC4CC(CC(C4)C2)C3)[nH]n1,4
Cc1ccc(OCC(=O)Nc2ccccc2CO)c(Br)c1,-2
CN1CCN(Cn2c(O)c(N=NC(=O)c3ccccc3)c3cc(Br)ccc32)CC1,-4
O=C(CN(c1cccc([N+](=O)[O-])c1)S(=O)(=O)c1ccccc1)Nc1ccccc1Br,0
CN(Cc1ccccc1)C1CC(=O)N(c2ccc(F)cc2)C1=O (stereo unspecified),4
CCC1(CC)NC(=S)N(c2ccc(C)cc2)N1,-3
CCc1ccc(NC(=O)C(=O)NCc2ccccc2OC)cc1,8
CCCCC/C(=N\NC(=O)c1cccnc1)c1ccccc1,1
O=C(c1ccc(-c2ccccc2)cc1)N1CCN(Cc2ccc3c(c2)OCO3)CC1,5
Cc1cc(C)c2oc(-c3ccc(NC(=S)NC(=O)c4ccco4)cc3)nc2c1,2
O=C(Nc1ccc(Cl)c(-c2nc3ccccc3o2)c1)c1cccs1,3
CCOC(=O)c1c(NC(=O)c2cc(Br)ccc2OC)sc2c1CCCC2,10
CC1S/C(=N\N=C\c2ccccc2F)NC1=O (stereo unspecified),-2
O=C(c1c(F)cccc1F)N1CCN(c2cc(N3CCCC3)c(F)cc2[N+](=O)[O-])CC1,2
Oc1ccc(N=Cc2cc(Br)cc(Br)c2O)cc1,12
O=C(/C=C/c1ccccc1)NC(=S)Nc1cccc2ccccc12,0
O=C1CCCN1c1ccc(S(=O)(=O)Nc2cccnc2)cc1,-2
O=C(Nc1cccc(CCc2ccccn2)c1)Nc1cccc2ccccc12,3
CCOC(=O)c1c(NC(=O)c2ccc(C)c([N+](=O)[O-])c2)sc(C(=O)Nc2ccccc2F)c1C,-4
CCOC(=O)c1c(C)n(-c2ccccc2OC)c2c1cc(O)c1ccccc12,14
Cc1ccc(S(=O)(=O)NCc2ccc3c(c2)OCO3)cc1,8
FC(F)C(F)(F)C(F)(F)C(F)(F)c1cc(-c2ccccc2)n[nH]1,10
O=C(Nc1ccc(F)c([N+](=O)[O-])c1)C1CCCC1,-14
C=C(C)Cn1c(SCC(N)=O)nc2sc3c(c2c1=O)CCC3,-11
